From PubChem BioAssay
p53ts 32C tox = kills p53ts cells at the permissive temperature. Potency, µM (highest dose often 46.1 µM), for the others: top-dose activity change, negative = cytotoxicity, hits mostly cytotoxic. H1299-p53A138V at 32C, ATP luminescence viability, 24 h. hit rate 0.93% among 130,000;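 note: 0% = DMSO and -100% = full killing by reference compound; nearly all actives have a fitted effect of over 55% in size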
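H1299-p53 A138V cells (temperature-sensitive p53) exposed 24 h to up to 46 uM compound at 32C, where p53 is wild-type in conformation. Viability read as ATP luminescence and normalised to DMSO and 100 uM tamoxifen. AC50 fitted with the Hill equation.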
Imprint erasure = induces erasure of genomic imprints in mouse ES cells | AID 1948 | mouse ES Peg3-LacZ reporter, beta-gal luminescence, 40 h | Potency, µM (series often up to 60.7 µM), for inactives: at the top dose activity change, positive = activation, actives largely listed as activators | hit rate 0.02% among 110,000;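 note: 0% = negative control wells on the plate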
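Each well holds 300 Peg3LacZ-Neo (maternal) female ES cells incubated 40 h at 37C, 5% CO2. LacZ is measured by BetaGlo luminescence, with AC50 and maximum efficacy derived from dose-response curves.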
IkB sig inh = suppresses IkB signaling in ABC-DLBCL reporter cells | AID 445 | Potency, µM (highest dose often 57.1 µM), inactives show top-dose IkBa stabilization activation | ABC-DLBCL IkBa-CBG/CBR dual luciferase ratio, 4 h; response scale: scaled: untreated 0%, proteasome inhibitor 100% | hit rate 0.04% among 110,000; active = well fitted curve in the direction sought with a large enough effect in the signal ratio, not every such curve was filed as active; inconclusive = small, poorly fitted or top-dose-only effect, or a change in a side signal; the % refers to the signal ratio;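 note: the direction sought is a rising ratio; 0% = basal untreated cells and 100% = reference inhibitor full response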
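Luminescence ratio of IκBα-fused green versus native red beetle luciferase in OCI-Ly3 cells, 4 h post-doxycycline with compound; red signal alone, scaled from basal (0%) to zero light (-100%), flagged nonspecific or cytotoxic effects.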
p53ts 39C kill = p53ts cell cytotoxicity, nonpermissive temperature; Potency, µM (titrated, usually from 46.1 µM), inactives show at the top dose activity change, negative = cell killing, usual class: cytotoxic; AID 902; hit rate 1.5% among 130,000; H1299-p53A138V viability at 39C, ATP luminescence, 24 h; note: nearly all actives have a fitted effect of over 55% in size
* = called active by the depositor; ? = inconclusive; nt = no result given; [ ] = another dose, or the depositor's remark. Unless noted, calls come from the whole dose curve; as a rule, active = well fitted curve in the direction sought with a large enough effect; inconclusive = small, poorly fitted or top-dose-only effect, or another doubt; inactive = no such curve, though single readings can be large; an effect the other way counts as inactive or inconclusive. Unless noted, % is set by controls: 0 for no effect and ±100 for the full control effect; potency is the fitted concentration of half-maximal effect.

canonical_smiles	p53ts 32C tox	Imprint erasure	IkB sig inh	p53ts 39C kill
O=C1CC(c2ccc(Cl)cc2)CC(O)=C1C=NCCN1CCNCC1 (stereo not drawn)	6%	-6%	0.8%	0%
CCn1c2ccccc2c2nnc(SCC(=O)NC(C(=O)OC)C(C)C)nc21 (stereo not drawn)	8%	-14%	-0.1%	-5%
c1ccc(CCNCc2ccco2)nc1	3%[9.22 µM]	-19%[10.9 µM]	-0.6%[11.4 µM]	2%[9.22 µM]
Cc1ccccc1-c1nnn(CC(=O)Nc2sc3c(c2C#N)CCC(C(C)(C)C)C3)n1 (stereo not drawn)	4%	-11%[10.9 µM]	?	19%
Cc1ccsc1C1NC(=O)c2c(sc3c2CCCC3)N1 (stereo not drawn)	-13%	nt	nt	-6%
COc1cccc(C2=NOC(C(=O)N3CCN(Cc4ccccc4)CC3)C2)c1OC (stereo not drawn)	-4%	-17%	0.2%	5%
N#Cc1cccc(-c2nc(Nc3ccncc3)c3ccccc3n2)c1	4%	-16%	-5.4%[11.4 µM]	10%
COc1ccc2oc(-c3ccc(C)c(NC(=O)c4sc5ccccc5c4Cl)c3)nc2c1	1%	-6%[10.9 µM]	?	10%
COc1ccc(OCCCCn2c(-c3ccc(Cl)cc3)nc3ccccc3c2=O)cc1	-8%	-12%[10.9 µM]	0.7%	-8%
COc1ccc(NC(=O)c2sc3nc4c(c(-c5ccc(OC)cc5)c3c2N)C(=O)CC(C)(C)C4)cc1	1%	-16%[10.9 µM]	0.1%	6%
CN1CC(=O)N=C1N	5%	2%	nt	-1%
COc1ccccc1-c1nnc2sc(-c3cnccn3)nn12	2%	11%	11%	-1%
C(=C/c1ccccc1)/c1ccccc1	3%[1.84 µM]	0%	1.1%	-5%
O=C(Nc1ccc2c(c1)OCO2)N1CCN(C(=O)C2CCCO2)CC1 (stereo not drawn)	6%	-6%	-1.7%	5%
COc1ccc(-n2c(-c3ccccc3F)nc3c(cnn3-c3ccc(C)cc3)c2=O)cc1	14%	-10%[10.9 µM]	?	10%

Record cards, from the list above. Screens in order: p53ts 32C tox | Imprint erasure | IkB sig inh | p53ts 39C kill
COc1cccc(C2=NOC(C(=O)N3CCN(Cc4ccccc4)CC3)C2)c1OC (stereo not drawn) as listed: -4% | -17% | 0.2% | 5%
COc1ccc(-n2c(-c3ccccc3F)nc3c(cnn3-c3ccc(C)cc3)c2=O)cc1 as listed: 14% | -10%[10.9 µM] | ? | 10%
N#Cc1cccc(-c2nc(Nc3ccncc3)c3ccccc3n2)c1 as listed: 4% | -16% | -5.4%[11.4 µM] | 10%
CCn1c2ccccc2c2nnc(SCC(=O)NC(C(=O)OC)C(C)C)nc21 (stereo not drawn) as listed: 8% | -14% | -0.1% | -5%
CN1CC(=O)N=C1N as listed: 5% | 2% | nt | -1%

Next results
canonical_smiles	p53ts 32C tox	Imprint erasure	IkB sig inh	p53ts 39C kill
O=C(Cc1ccc(NC(=O)N2CCCCc3ccccc32)cc1)Nc1ccccc1Br	2%	23%[10.9 µM]	?	-2%
Cc1ccc(C)c(N2CCN(C(=O)c3cn(CC(C)C)c(=O)c4c3c3ccccc3n4C)CC2)c1	10%	-5%[10.9 µM]	?	-12%
CCOc1ccc(C2N3CC4(C(C)C)CN2CC(C(C)C)(C3)C4=O)cc1OC (stereo not drawn)	7%	-4%[10.9 µM]	?	-6%
CCCOCCOC(=O)c1[nH]c2c(c1C)C(=O)CC(c1cc(OC)ccc1OC)C2 (stereo not drawn)	3%	-28%	?	-2%
CCN(C(=O)CSc1nc2ccccc2c2nc(CCn3c(C)nc4ccccc43)nn12)c1cccc(C)c1	8%	9%[10.9 µM]	-0.7%	-15%
CC(=O)OC1C(=O)[C@@]2(C)C(O)CC3OC[C@]3(OC(C)=O)C2C(OC(=O)c2ccccc2)[C@]2(O)CC(OC(=O)C(O)C(NC(=O)c3ccccc3)c3ccccc3)C(C)=C1C2(C)C (stereo partly drawn)	12%	-7%	nt	-9%
COc1cc(C)nc(N2CCCC(C(=O)NC3CCC(C)CC3)C2)n1 (stereo not drawn)	4%	12%	-1.1%	-1%
N#CC1=C(C2CC2)CC(c2ccccc2)C(C#N)=C1N (stereo not drawn)	-12%	-2%	-4.7%	-14%
CC1=C(C(=O)Nc2ccccc2)C(C(C)C)n2nc(SCc3ccccc3C)nc2N1 (stereo not drawn)	1%	-5%[10.9 µM]	4.2%	?
CS(=O)CCC(NS(=O)(=O)c1ccccc1)C(=O)O (stereo not drawn)	8%	2%	-2.8%	7%
COC(=O)N1CCC2(CCCN(c3cccc(-c4ccccc4)c3)C2)CC1	-2%	nt	3.2%[11.4 µM]	-13%
CCc1ccc(-c2nc(CN3CCC(C(=O)N4CCN(c5ccccc5)CC4)CC3)c(C)o2)cc1	0%	-11%	?	-7%
CCc1cccc(NC(=O)C(Cc2ccccc2)NS(=O)(=O)c2ccc3c(c2)oc(=O)n3C)c1 (stereo not drawn)	-1%	-11%[10.9 µM]	?	-11%
Nc1nc2ncc(=O)[nH]c2c(=O)[nH]1	-12%	-3%	nt	2%
Cc1ccc2sc(N3CCN(C(=O)CCS(=O)(=O)c4ccc(F)cc4)CC3)nc2c1C	0%	-19%[10.9 µM]	?	-27%
COc1ccc(C2OCC3(COC(C)=O)C(C)C=C(C)C2C3C)cc1 (stereo not drawn)	6%	-20%	nt	-7%
CCOC(=O)c1ccc(NC(=O)Nc2cccc(OCc3cc(=O)n4ccc(C)cc4n3)c2)cc1	3%	-5%[10.9 µM]	0.2%	5%
CCOC(=O)CN(C(=O)CSc1nnc2c(n1)[nH]c1ccccc12)c1ccccc1	2%	nt	2.2%	-2%
COc1ccc(CNC(=O)Cn2c(=O)ccc3cc(S(=O)(=O)N4CCCC4)ccc32)cc1	-9%	13%[10.9 µM]	1.4%	-2%
O=C1NC2(CCOc3ccccc32)C(=O)N1CC(=O)N(Cc1ccccc1)C1CCS(=O)(=O)C1 (stereo not drawn)	-1%	-18%	0.5%	-3%
O=c1cc(CN2CCN(S(=O)(=O)c3ccc(Cl)cc3)CC2)nc2sc(-c3ccccc3F)nn12	-3%	-5%[10.9 µM]	?	-7%
CCOC(=O)CSc1nc(C)cc(=O)[nH]1	7%	-8%	2.1%	10%
CCCCN(CC)CCNC(=O)c1cc2c(-c3ccc(Cl)cc3)nn(C)c2s1	1%	-5%[10.9 µM]	?	16µM*
CCOC(=O)C1CCN(C(=O)COc2ccc(Br)cc2)CC1	-11%	-18%	?	-8%
O=C(CCSc1nc(-c2ccco2)cc(C(F)(F)F)n1)Nc1cccc(O)c1	2%	-2%[10.9 µM]	0.1%	-15%
Cc1ccc(-c2noc(CCCC(=O)N3CCOCC3)n2)cc1	-6%	-16%	-4.1%	-2%
Cc1ccc(N2CCN(C(=O)c3ccccc3)CC2)c(C)c1	2%	-19%	2.2%	-8%
COc1ccc(NC(=O)C2CCN(c3cc(-c4ccccc4)nc4ncnn34)CC2)cc1OC	-6%	-26%	?	-2%
CCOC(=O)C1CCCN(c2nc3c(S(=O)(=O)c4ccc(CC)cc4)nnn3c3ccsc23)C1 (stereo not drawn)	8%	-14%[10.9 µM]	0.0%	-18%
O=c1c(-c2ccc3c(c2)OCCO3)coc2cc(O)cc(O)c12	13µM*	-55%[inhibitor]	?	7.9µM*
CCN(CC)c1ccc(CN(C(=O)c2cc(=O)c3ccccc3o2)C2CCS(=O)(=O)C2)cc1 (stereo not drawn)	8%	-11%[10.9 µM]	-0.8%	-9%
COc1cc(C(=O)N/N=C\c2ccccc2)c([N+](=O)[O-])c(OC)c1OC	-5%	nt	nt	3%
O=C(CSc1nc(Nc2ccccc2)nc(N2CCOCC2)n1)N1CCCC1	-4%	-4%	-0.7%	10%
CCc1cccc(C)c1NC(=O)Cn1c(=O)n(-c2cccc(C)c2)c(=O)c2c1c1cc(C)ccc1n2C	4%	-9%[10.9 µM]	-1.8%	-6%
O=C(Nc1ccccc1N1CCCC1)c1ccc(Br)o1	0%	-9%	0.6%	-6%
Cc1ccc(C(=O)n2nc(C)c(S(=O)(=O)N3CCOCC3)c2C)cc1C	8%	-6%[10.9 µM]	?	2%
CCOC(=O)c1cc(-c2ccc(F)cc2)n(CC(=O)NC2CCCCC2)c1C	7%	-13%[10.9 µM]	0.6%	41%[activator]
Cc1ccc2c(c1)N(C(=O)CCC(=O)NCc1ccccc1F)CC(C)O2 (stereo not drawn)	-4%	20%[10.9 µM]	0.5%	21%
Cc1ccc(N2CCN(c3nc4ccc(C)cc4n4nnnc34)CC2)c(C)c1	0%	14%[10.9 µM]	?	-6%
COc1ccccc1-c1ccc2ncnc(NC3CCNCC3)c2c1	5%	-23%	3.7%[11.4 µM]	-4%
CC(=O)Nc1ccc(S(=O)(=O)N2CCN(Cc3ccncc3)CC2)cc1	-5%	-6%	1.4%	6%
O=C1CC(C(=O)Nc2ccc(C(=O)N3CCOCC3)cc2)C2(CCCCC2)O1 (stereo not drawn)	7%	1%	1.3%	12%
Cc1ccc(NC(=O)c2c(C)oc3c2C2=NCCN2C=N3)cc1F	2%	29%[10.9 µM]	?	4%
Cc1ccc(S(=O)(=O)N2CCCC(C(=O)NCc3ccccn3)C2)cc1 (stereo not drawn)	6%	-25%	2.2%	8%
Cc1nc2nc[nH]n2c(=O)c1NC(=O)CCc1ccccc1	-12%	4%	-0.6%	-6%
C=CCn1c(Cc2nc3ccccc3[nH]2)n[nH]c1=S	5%	-59%[inhibitor]	8.2%	3%
O=c1c2c3nc4ccccc4nc3n(CC3CCCO3)c2ncn1CCc1ccccc1 (stereo not drawn)	3%	-5%	0.5%	4%
COc1cc(Cl)c(C)cc1NC(c1ccccc1)c1nnc(-c2ccccc2Cl)o1 (stereo not drawn)	11%	-11%[10.9 µM]	-0.3%	-9%
CC(=O)OC1(C(F)(F)F)Oc2ccccc2NC1=O (stereo not drawn)	-14%	nt	nt	-11%
CC(C)(C)NC(=O)C(c1ccco1)N(C(=O)Cn1nnc(-c2ccc(F)cc2)n1)c1ccccc1F (stereo not drawn)	-2%	-13%	?	-11%
N#C/C(=N\Nc1ccccc1F)C(=N)N1CCCCC1	?	nt	nt	?
O=c1cc[nH]c2c(C(F)(F)F)cccc12	12%	-5%	0.3%	-6%
COc1cc(C)c2c(c1C=O)Oc1c(c(C)c(O)c3c1C(O)OC3=O)OC2=O (stereo not drawn)	11%	?	nt	-1%
Cc1c(C(=O)Nc2cccc(C(F)(F)F)c2)sc2nc3n(c(=O)c12)CCC3	-10%	-11%[10.9 µM]	?	-24%
COc1ccc2c(c1)c1c(c(=O)n(-c3ccc(OC)c(OC)c3)c(=O)n1Cc1ccc(F)cc1)n2C	-3%	10%[10.9 µM]	-2.1%	-3%
O=S(=O)(/N=C(\c1ccccc1)N1CCOCC1)c1cccs1	5%	1%	0.0%	4%
COc1cccc(-c2nc(CS(=O)(=O)CC(=O)Nc3c(C)cccc3C)c(C)o2)c1	5%	-7%	0.8%	-3%
NS(=O)(=O)c1ccc(CCNC(=O)c2cncc(Br)c2)cc1	-3%	-10%	0.2%	7%
O=C(CN1N=C(c2ccc(Cl)cc2)CCC1=O)NCc1ccc(F)cc1	-5%	-5%[10.9 µM]	-0.3%	-30%
CCOc1ccc(NC(=O)c2oc3ccccc3c2NC(=O)Cc2cccc(C)c2)cc1	-4%	-9%[10.9 µM]	?	?
Cn1c(SCC(=O)N2CCCc3ccccc32)ncc(C(=O)Nc2ccc(Cl)cc2)c1=O	3%	-5%[10.9 µM]	31%	5%

Rows are unselected; any-hit rate near 1.8%.
